Pf growth 96h: P. falciparum growth inhibition at 96 hours. P. falciparum luciferase reporter growth, 96 h. Potency, µM (titrated, usually from 28.7 µM), inactives show at the highest dose activity change, negative = inhibition, most hits filed as inhibitors. actives 6.9% (n = 320,000). AID 504834; note: potency is the fitted concentration of half-maximal effect; % is set by controls: 0 for no effect and ±100 for the full control effect
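Two-generation exposure (96 h) targets delayed-death phenotype. Reporter parasites carrying integrated firefly luciferase, in red cells at 2% hematocrit and 0.05% parasitemia final, kept at 37 C, 5% CO2; luminescence loss indicates inhibition.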
Shiga inhibitor: blocks Shiga toxin action in Vero cells; Vero cells, Shiga toxin protein synthesis inhibition reporter; inhibition, % at 38.7 µM; actives 9.2% (n = 290,000); AID 2315; in the data active = inhibition mostly above about 28%, no sharp cut-off; inactive = mostly below about 43%; note: 0% is about no effect
AMA1 RON2 block: AMA1-RON2 (P. falciparum) interaction inhibition; AID 720542; actives 0.2% (n = 360,000); Potency, µM (series often up to 58.2 µM), for inactives: at the top dose activity change, negative = inhibition, hits mostly inhibitors; AlphaScreen AMA1-biotinylated RON2 peptide binding;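 note: potency is the fitted concentration of half-maximal effect; 0% = vehicle wells and -100% = peptide control; nearly all actives have a fitted effect of over 45% in size; some results filed as inactive show a strong effect at the top dose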
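AMA1 (3D7) with his tag at 25 nM final met compounds first, then biotinylated RON2 peptide at 25 nM; detection used donor plus acceptor beads, 10 µg/mL apiece, read by AlphaScreen after 30 min at room temperature.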
LmPK inh: blocks Leishmania mexicana pyruvate kinase activity; Q27686; Potency, µM (top dose mostly 57.5 µM), inactives show at the highest dose activity change, negative = inhibition, actives largely listed as inhibitors; purified LmPK, Kinase-Glo ATP luminescence, 1 h; AID 1721; actives 0.37% (n = 290,000); note: potency is the fitted concentration of half-maximal effect; % is set by controls: 0 for no effect and ±100 for the full control effect
Target sequence (Q27686 whole entry, looked up): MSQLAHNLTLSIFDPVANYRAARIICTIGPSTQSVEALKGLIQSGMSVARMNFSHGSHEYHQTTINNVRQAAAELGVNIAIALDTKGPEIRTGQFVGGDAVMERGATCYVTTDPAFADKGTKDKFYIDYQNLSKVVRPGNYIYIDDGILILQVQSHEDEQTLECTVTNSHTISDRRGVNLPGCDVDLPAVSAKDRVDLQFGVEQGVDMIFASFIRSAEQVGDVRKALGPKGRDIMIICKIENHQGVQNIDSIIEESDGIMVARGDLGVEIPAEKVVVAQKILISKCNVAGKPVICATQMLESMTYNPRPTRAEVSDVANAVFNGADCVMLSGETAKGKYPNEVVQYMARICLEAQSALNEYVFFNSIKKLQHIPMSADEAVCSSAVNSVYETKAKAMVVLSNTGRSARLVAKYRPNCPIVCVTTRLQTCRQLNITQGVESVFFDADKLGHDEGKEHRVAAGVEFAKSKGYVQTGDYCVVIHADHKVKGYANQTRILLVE
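0.1 nM LmPK, 0.5 mM PEP, 0.1 mM ADP; 50 mM imidazole pH 7.2, 7 mM MgCl2, 50 mM KCl; 1 h RT. Kinase-Glo luminescence readout, normalized to no-enzyme (full inhibition) and uninhibited wells.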
TbPYK inhibitor: inhibitors of Trypanosoma brucei pyruvate kinase; Q57TT1; TbPYK enzyme, Kinase-Glo Plus ATP luminescence, 45 min; Potency, µM (highest dose often 76.8 µM), for inactives: at the top dose activity, negative = inhibition, hits mostly inhibitors; actives 0.12% (n = 410,000); note: potency is the fitted concentration of half-maximal effect; % is set by controls: 0 for no effect and ±100 for the full control effect; nearly all actives have a fitted effect of over 50% in size
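Glycolytic pyruvate kinase of T. brucei was incubated with substrate, test compound and 130 uM ADP for 45 minutes at room temperature. Luminescent Kinase-Glo Plus signal was measured after 10 minutes.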
CHX counter: counter-screen for Shiga toxin inhibitors: cycloheximide protein synthesis inhibition | cell reporter, cycloheximide protein synthesis inhibition counterscreen | max response, % | actives 12% (n = 300,000) | AID 2314; in the data active = max response mostly above about 13%, no sharp cut-off; inactive = mostly below about 14%; note: read at 38.3 µM for the half of the compounds with a filed dose; 0% is about no effect
Pf growth 48h: inhibits P. falciparum growth in the first generation, 48 h | actives 5.9% (n = 310,000) | Potency, µM (series often up to 28.7 µM), for the others: top-dose activity change, negative = inhibition, actives largely listed as inhibitors | P. falciparum luciferase growth in erythrocytes, 48 h; note: potency is the fitted concentration of half-maximal effect; % is set by controls: 0 for no effect and ±100 for the full control effect
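Compounds are pin-transferred into medium, infected erythrocytes (2% hematocrit, 0.1% parasitemia final) are added, and plates sit one parasite generation at 37 C in 5% CO2. Detection reagent is then added and luminescence measured.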
* = called active by the depositor; ? = inconclusive; . = no result given; [ ] = another dose, or the depositor's remark. Unless noted, calls come from the whole dose curve; as a rule, active = well fitted curve in the direction sought with a large enough effect; inconclusive = small, poorly fitted or top-dose-only effect, or another doubt; inactive = no such curve, though single readings can be large; an effect the other way counts as inactive or inconclusive.

Preview:
Every second line gives: Pf growth 96h	Shiga inhibitor	AMA1 RON2 block	LmPK inh	TbPYK inhibitor	CHX counter	Pf growth 48h
1) CCOc1ccccc1/C=N/NC(=O)c1cccc(S(=O)(=O)N(CC)CC)c1
  7%	-3	15%	-2%	2%	-2	-16%
2) COc1cc(/C=N/N=C(/C(=O)c2ccccc2)c2ccccc2)cc(OC)c1O
  ?	7	-30%	2%	-1%	5	-7%
3) Cc1cc(C(=O)COc2ccccc2C#N)c(C)n1C1CC1
  ?	.	-4%	.	-4%	.	?

Main list, from the first entry:
Every second line gives: Pf growth 96h	Shiga inhibitor	AMA1 RON2 block	LmPK inh	TbPYK inhibitor	CHX counter	Pf growth 48h
1) CCOc1ccccc1/C=N/NC(=O)c1cccc(S(=O)(=O)N(CC)CC)c1
  7%	-3	15%	-2%	2%	-2	-16%
2) COc1cc(/C=N/N=C(/C(=O)c2ccccc2)c2ccccc2)cc(OC)c1O
  ?	7	-30%	2%	-1%	5	-7%
3) Cc1cc(C(=O)COc2ccccc2C#N)c(C)n1C1CC1
  ?	.	-4%	.	-4%	.	?
4) Cc1ccc2c(C)c(C(=O)N3CCCCC3CO)oc2c1C (centres undefined)
  ?	67*	-2%	1%	-3%	21*	28%
5) COc1cc(CC(=O)OCC(=O)Nc2cc([N+](=O)[O-])ccc2F)cc(OC)c1OC
  64%[activator]	6	-5%	-2%	3%	-4	2%
6) CC(C)C(=O)NNS(=O)(=O)c1ccccc1[N+](=O)[O-]
  38%[activator]	-10	-8%[11.6 µM]	0%	-8%	-3	14%
7) Cc1ccc(SCCC(=O)OC(C)C(=O)Nc2ccccc2)cc1 (centres undefined)
  20%	.	-19%	.	0%	.	6%
8) Cn1ccnc1SCC(=O)NC1CCCC1
  -19%	-6	9%	-2%	9%	5	30%[activator]
9) COc1cc(C)nc(Oc2ccc(/C=N/O)cc2)n1
  21%	22	2%	1%	-2%	-5	40%[activator]
10) O=C(O)c1ccc2c(c1)C(=O)N(c1ccc(Cl)cn1)C2=O
  76%[activator]	-7	-1%	-4%	-1%	-2	5%
11) O=C(NCc1cccnc1)c1nc(-c2ccccc2)n(-c2ccccc2)n1
  3.3µM*	-5	-1%	-5%	0%	4	-19%
12) COC(=O)c1[nH]c2ccc(F)cc2c1NS(=O)(=O)c1ccc(F)c(C)c1
  ?	6	23%	8%	5%	-3	?
13) CCSC1(SCC)N=C(N)C2(C#N)C(c3ccc(OC)c(OC)c3OC)C12C#N (centres undefined)
  12%	-10	-10%	4%	-11%	-4	?
14) COc1cc(C(=O)NCC(=O)OCC(=O)Nc2nnc(-c3ccccc3)o2)cc(OC)c1OC
  -3%	.	33%[activator]	.	1%	.	?
15) O=C(CCC(=O)N1CCN(c2cccc(Cl)c2)CC1)c1cccs1
  7%	.	-24%	.	-1%	.	13%
16) O=C(c1ccc(NS(=O)(=O)c2ccc(F)cc2)cc1)N1CCC1
  -5%	.	-5%	.	3%	.	18%
17) CSCCCNC(=O)c1ccc(OC2CCN(C(=O)c3cccnc3)CC2)cc1
  5%	-5	1%	-2%	1%	-2	0%
18) Cc1ccc(OCCCCN2CCC(C)CC2)c(Br)c1
  -9%	11	-28%	-4%	1%	-1	?
19) CCC(C)NC(=O)c1ccc(CS(=O)(=O)c2ccc(OC)cc2)o1 (centres undefined)
  ?	-19	17%	3%	-3%	-8	.
20) C/C(=N\NC(=O)c1nc2ccccn2c1C)c1cc2ccccc2o1
  ?	32	17%	2%	-3%	18	-20%

Values by screen from the entries so far.
AMA1 RON2 block for nos. 8–14: 9%, 2%, -1%, -1%, 23%, -10%, 33%[activator]

The results go on.
Every second line gives: Pf growth 96h	Shiga inhibitor	AMA1 RON2 block	LmPK inh	TbPYK inhibitor	CHX counter	Pf growth 48h
21) CS(=O)(=O)N(CCc1ccccc1)CC(=O)NCC1CCCO1 (centres undefined)
  -12%	-22	-6%	12%	7%	13	17%
22) O=C(CSc1ccc2nnc(-c3ccncc3)n2n1)NCc1ccco1
  -30%	20	6%	43%	-5%	9	.
23) Cc1ccc(NC(=O)COC(=O)C2CC(=O)N(Cc3ccccc3)C2)cc1S(=O)(=O)N(C)C (centres undefined)
  -2%	-6	16%	-4%	6%	-1	-5%
24) O=C1C=CC(=O)N1Cc1ccccc1
  105%[activator]	14	0%	-19%	?	-1	31%[activator]
25) CC(NC(=O)CCNC(=O)c1ccccc1Cl)c1ccc(-n2ccnc2)cc1 (centres undefined)
  ?	-22	-6%	-11%	-2%	1	?
26) CN(CCC#N)C(=O)c1ccc(CNS(=O)(=O)c2ccc(F)cc2)cc1
  1%	-14	-3%	-1%	-20%	-1	16%
27) COc1cc(C(=O)NNC(=O)CN2C(=O)NC3(CCCC3)C2=O)cc(OC)c1OC
  -18%	.	24%	.	2%	.	-15%
28) CC(C)(C)OC(=O)N1CCC(C(=O)NNC(=O)c2ccc(Cl)cc2Cl)CC1
  ?	6	135%[activator]	2%	-2%	1	15%
29) Cn1c(N)c(C(=O)COC(=O)CCc2ccccc2)c(=O)n(C)c1=O
  0%	-6	-1%	3%	1%	-3	17%
30) COc1ccc(S(=O)(=O)NC(C)C(=O)NCc2ccco2)cc1OC (centres undefined)
  -11%	-5	0%	-3%	-8%	-6	3%
31) Cc1cccc(C2=NOC(=O)/C2=C\c2ccccc2F)c1
  -20%	.	0%	.	0%	.	-1%
32) O=C(NCC1CCCO1)c1ccccc1OCc1ccc(F)cc1 (centres undefined)
  57%[activator]	.	6%	.	1%	.	9%
33) Cc1ccc(CSc2nccc(-c3c(C)nc4ccccn34)n2)cc1
  ?	-5	7%	4%	-11%	1	13µM*
34) O=c1[nH]c(C2CCN(S(=O)(=O)c3ccccc3F)CC2)nc2c1nnn2Cc1ccc(OC(F)(F)F)cc1
  ?	11	3%	2%	0%	-5	?
35) COc1cc(NC(=O)c2cc([N+](=O)[O-])ccc2Br)ccc1NC(=O)c1ccco1
  147%[activator]	-43	-16%	3%	1%	11	13%
36) CCNc1cc(S(=O)(=O)C(F)(F)F)ccc1N
  3%	14	-4%	1%	0%	6	-1%
37) CCc1ccc(NC(=O)Cn2nnc(C(=O)NCCc3ccc(OC)c(OC)c3)c2N)cc1
  -17%	17	-1%	0%	-1%	1	8%
38) CCOc1cc(/C=C2/C(=O)ON=C2C)ccc1OCc1ccc(F)cc1
  68%[activator]	-17	-3%	-11%	-4%	-1	41%[activator]
39) CN(CC(=O)Nc1c(F)cccc1F)Cc1cccs1
  40%[activator]	35	3%	-7%	0%	14*	16%
40) CN1CCN(C(=O)C2CC(=O)N(c3ccc(F)c(Cl)c3)C2)CC1 (centres undefined)
  ?	18	-9%	-4%	0%	-1	.

#41 CC(=O)c1ccc(NC(=O)c2ccc(C)c(Br)c2)cc1
#42 CC(=O)c1c(C)[nH]c(C(=O)COC(=O)c2ccc3c(=O)n4c(nc3c2)CCC4)c1C
#43 COc1ccc(CCNS(=O)(=O)c2c(N)n(C)c(=O)n(C)c2=O)cc1OC
#44 Cc1ccc(NS(=O)(=O)c2cccc3nsnc23)cc1
#45 Cc1cc(NC(=O)CSc2nnc(C)n2-c2ccccc2C)no1
#46 COc1ccc(S(=O)(=O)N2CCN(CC(=O)c3ccc(O)c(O)c3)CC2)cc1
#47 COc1ccc(Cl)cc1NC(=O)CCNC(=O)Cn1ccc2ccccc2c1=O
#48 CCOc1ccccc1-c1nc(CN(Cc2cnn(C)c2)C(C)C)c(C)o1
Assay by compound	41	42	43	44	45	46	47	48
Pf growth 96h	?	22%	27%	-5%	?	15µM*	0%	?
Shiga inhibitor	73*	-10	-16	6	14	-8	8	-7
AMA1 RON2 block	7%	7%	14%	0%	1%	62%[activator]	10%	13%
LmPK inh	3%	-4%	-1%	3%	5%	-5%	1%	7%
TbPYK inhibitor	-4%	5%	-6%	2%	7%	?	-3%	-13%
CHX counter	60*	-1	-4	-2	-1	-1	-6	-5
Pf growth 48h	18%	17%	13%	?	11%	-3%	-15%	?

5 of these compounds in another layout.
| no. | Compound | Pf growth 96h | Shiga inhibitor | AMA1 RON2 block | LmPK inh | TbPYK inhibitor | CHX counter | Pf growth 48h |
| --- | --- | --- | --- | --- | --- | --- | --- | --- |
| 43 | COc1ccc(CCNS(=O)(=O)c2c(N)n(C)c(=O)n(C)c2=O)cc1OC | 27% | -16 | 14% | -1% | -6% | -4 | 13% |
| 44 | Cc1ccc(NS(=O)(=O)c2cccc3nsnc23)cc1 | -5% | 6 | 0% | 3% | 2% | -2 | ? |
| 45 | Cc1cc(NC(=O)CSc2nnc(C)n2-c2ccccc2C)no1 | ? | 14 | 1% | 5% | 7% | -1 | 11% |
| 46 | COc1ccc(S(=O)(=O)N2CCN(CC(=O)c3ccc(O)c(O)c3)CC2)cc1 | 15µM* | -8 | 62%[activator] | -5% | ? | -1 | -3% |
| 47 | COc1ccc(Cl)cc1NC(=O)CCNC(=O)Cn1ccc2ccccc2c1=O | 0% | 8 | 10% | 1% | -3% | -6 | -15% |

Further entries.
#49 Cc1ccc(NC(=O)NC2CCCCC2)c(C)c1
#50 Cc1cc(C)c(C(=O)COC(=O)c2nn(C)c(=O)c3ccccc23)cc1C
#51 COCCCNc1nc2nonc2nc1NCCSC
#52 COc1ccccc1C(=O)Nc1ccc2c(c1)nc1n2CCSC1
#53 O=C(CNc1cc(S(=O)(=O)N2CCOCC2)ccc1NCC1CCCO1)Nc1ccc(F)c(F)c1 (centres undefined)
#54 O=C1c2ccccc2S(=O)(=O)N1Cc1cccc(S(=O)(=O)N2CCOCC2)c1
#55 COc1ccccc1NC(=O)CC1C(=O)Nc2ccccc2N1C(=O)c1ccccc1 (centres undefined)
#56 O=[N+]([O-])c1ccc(N2CCN(Cc3ccccc3)CC2)nc1
Assay by compound	49	50	51	52	53	54	55	56
Pf growth 96h	-8%	-6%	?	107%[activator]	?	?	?	7%
Shiga inhibitor	24	.	-13	60*	27	10	-3	3
AMA1 RON2 block	16%	2%	33%[activator]	63%[activator]	-13%	12%	-12%	-23%
LmPK inh	0%	.	-1%	-9%	0%	3%	2%	1%
TbPYK inhibitor	-6%	-7%	-9%	-6%	-12%	7%	4%	-2%
CHX counter	18	.	-5	24*	-1	-2	-6	4
Pf growth 48h	10%	-20%	?	68%[activator]	?	0%	-5%	15%

#57 CCCCCCCCOC(=O)C1=C(C)Nc2nnnn2C1c1cccs1 (centres undefined)
#58 CCc1ccc(NC(=O)c2cc(S(=O)(=O)N3CCc4ccccc43)cn2C)cc1
#59 COCC(C)n1c(SCC(=O)NC(=O)Cc2ccccc2)nc2ccccc2c1=O (centres undefined)
#60 NS(=O)(=O)c1ccc(NC(=S)Nc2ccc(OCc3ccccc3)cc2)cc1
#61 COc1ccc(NC(=O)c2c(C)nn(Cc3ccccc3Cl)c2Cl)cc1Cl
#62 N#Cc1nc(COc2ccccc2Cl)oc1NCc1cccnc1
Assay by compound	57	58	59	60	61	62
Pf growth 96h	.	14%	-2%	?	25%	-13%
Shiga inhibitor	-5	7	.	-9	-5	38*
AMA1 RON2 block	-2%	-2%	0%	-2%	2%	3%
LmPK inh	0%	2%	.	0%	2%	2%
TbPYK inhibitor	-24%	-4%	-1%	-3%	1%	-4%
CHX counter	-4	5	.	-2	-1	14
Pf growth 48h	.	?	5%	21%	-1%	-7%
